EPAC1 ag: agonists of human EPAC1. O95398. EPAC1 agonist qHTS, biochemical assay; response scale: 100% = response to 6.5 mM cAMP. Potency, µM (highest dose often 154 µM), inactives show at the highest dose activation, hits mostly activators. 360,000 compounds, 0.073% hits. AID 720707; also: potency is read from the fitted curve at half-maximal effect; nearly all actives have a fitted effect of over 60% in size
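Nucleotide exchange by EPAC1 (100 nM) on Rap1B–BODIPY-GDP (250 nM) in the presence of 50 uM GDP is tracked fluorescently at 480/540 nm over 30 min. Signals are normalized to a 6.5 mM cAMP control.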
Abeta yeast res: restores growth of yeast expressing A-beta42 peptide. 410,000 compounds, 0.063% hits. Potency, µM (titrated, usually from 46.1 µM), for the others: top-dose growth rescue, usual class: activators. yeast expressing A-beta42, growth rescue, OD600, 48 h; response scale: 0% DMSO, 100% iron-clioquinol control; also: potency is read from the fitted curve at half-maximal effect; nearly all actives have a fitted effect of over 55% in size
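Growth rescue measured by 600 nm absorbance after 48 h yeast culture at 30 C with compound. Values normalized between DMSO and an equimolar ferric chloride plus clioquinol control.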
IL-2 act: activates IL-2 in a cell-based reporter assay. activation, % (series mostly up to about 46 µM). 360,000 compounds, 0.065% hits. IL-2 activation reporter assay, cell-based qHTS; stimulated with anti-CD3/CD4/CD28 beads; in transgenic mouse T cells; in the data active = activation above about 50%; inconclusive = mostly about 30% to 49%; also: 0% is about no effect
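Screening format: compound pinned onto unstimulated transgenic mouse T cells, 60 min incubation, then anti-CD3/anti-CD4/anti-CD28 bead stimulation for 18 hours at 37 degrees C, followed by EGFP and DsRed detection.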
PLK1 PBD inh: PLK1 (human) polo-box domain binding inhibition; P53350; Plk1 PBD binding of FITC phosphopeptide, fluorescence polarization; Potency, µM, for the others: max response, negative = inhibition, actives largely listed as inhibitors; 360,000 compounds, 2.8% hits; AID 720504; also: potency is read from the fitted curve at half-maximal effect; series mostly up to about 57 µM; % is scaled to controls: 0 for no effect and ±100 for the full control effect; nearly all actives have a fitted effect of over 65% in size
EPAC1 antagonist: blocks human EPAC1 exchange factor; EPAC1 GEF assay, Rap1b-BODIPY-GDP exchange fluorescence; Potency, µM (highest dose often 115 µM), for the others: at the highest dose activity change, negative = inhibition, usual class: inhibitors; 360,000 compounds, 0.14% hits;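 also: potency is read from the fitted curve at half-maximal effect; plate controls were vehicle for no effect and positive control for full effect; nearly all actives have a fitted effect of over 50% in size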
FUS yeast rescue: rescues growth of FUS-expressing yeast | Potency, µM (titrated, usually from 76.6 µM), for inactives: top-dose growth rescue (activation), hits mostly activators | AID 1347120 | S. cerevisiae FUS-expressing, growth rescue, OD600, 24 h | 390,000 compounds, 0.24% hits;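 also: potency is read from the fitted curve at half-maximal effect; plate controls were DMSO vehicle for no effect and reference control for full effect; nearly all actives have a fitted effect of over 55% in size; some results filed as inactive show a strong effect at the top dose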
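Absorbance at 600 nm, taken 24hr after compound addition, measured rescue of FUS-yeast growth at 30C. Induction used 2% galactose with seeding at OD 0.005. Controls: CP55940 from 92uM final, DMSO only.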
PI5P4Ka inh: blocks human PI5P4K alpha kinase activity; 330,000 compounds, 1.2% hits; PI5P4Kalpha enzyme, ADP-Glo luminescence, 60 min; active compounds read low; max response, %; P48426; active = max response of -50% or lower; inconclusive = between -30% and -50%; inactive = -30% or higher; also: value at the top dose of about 77 µM; % is scaled to controls: 0 for no effect and ±100 for the full control effect
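Compounds were pin-transferred onto PI5P4Kalpha and substrate in HEPES pH 7.4 buffer with EGTA, CHAPS and 5% DMSO. ATP (5 microM final) started the reaction, which ran 60 minutes at room temperature before ADP-Glo detection.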
WRN inhibitor: blocks human WRN helicase; Q14191; WRN helicase unwinding, fluorescent forked duplex, kinetic; Potency, µM (highest dose often 114 µM), for inactives: at the top dose activity change, negative = inhibition, hits mostly inhibitors; 360,000 compounds, 0.46% hits; AID 651768; also: potency is read from the fitted curve at half-maximal effect; % is scaled to controls: 0 for no effect and ±100 for the full control effect; nearly all actives have a fitted effect of over 55% in size
Target sequence (Q14191 whole entry, looked up): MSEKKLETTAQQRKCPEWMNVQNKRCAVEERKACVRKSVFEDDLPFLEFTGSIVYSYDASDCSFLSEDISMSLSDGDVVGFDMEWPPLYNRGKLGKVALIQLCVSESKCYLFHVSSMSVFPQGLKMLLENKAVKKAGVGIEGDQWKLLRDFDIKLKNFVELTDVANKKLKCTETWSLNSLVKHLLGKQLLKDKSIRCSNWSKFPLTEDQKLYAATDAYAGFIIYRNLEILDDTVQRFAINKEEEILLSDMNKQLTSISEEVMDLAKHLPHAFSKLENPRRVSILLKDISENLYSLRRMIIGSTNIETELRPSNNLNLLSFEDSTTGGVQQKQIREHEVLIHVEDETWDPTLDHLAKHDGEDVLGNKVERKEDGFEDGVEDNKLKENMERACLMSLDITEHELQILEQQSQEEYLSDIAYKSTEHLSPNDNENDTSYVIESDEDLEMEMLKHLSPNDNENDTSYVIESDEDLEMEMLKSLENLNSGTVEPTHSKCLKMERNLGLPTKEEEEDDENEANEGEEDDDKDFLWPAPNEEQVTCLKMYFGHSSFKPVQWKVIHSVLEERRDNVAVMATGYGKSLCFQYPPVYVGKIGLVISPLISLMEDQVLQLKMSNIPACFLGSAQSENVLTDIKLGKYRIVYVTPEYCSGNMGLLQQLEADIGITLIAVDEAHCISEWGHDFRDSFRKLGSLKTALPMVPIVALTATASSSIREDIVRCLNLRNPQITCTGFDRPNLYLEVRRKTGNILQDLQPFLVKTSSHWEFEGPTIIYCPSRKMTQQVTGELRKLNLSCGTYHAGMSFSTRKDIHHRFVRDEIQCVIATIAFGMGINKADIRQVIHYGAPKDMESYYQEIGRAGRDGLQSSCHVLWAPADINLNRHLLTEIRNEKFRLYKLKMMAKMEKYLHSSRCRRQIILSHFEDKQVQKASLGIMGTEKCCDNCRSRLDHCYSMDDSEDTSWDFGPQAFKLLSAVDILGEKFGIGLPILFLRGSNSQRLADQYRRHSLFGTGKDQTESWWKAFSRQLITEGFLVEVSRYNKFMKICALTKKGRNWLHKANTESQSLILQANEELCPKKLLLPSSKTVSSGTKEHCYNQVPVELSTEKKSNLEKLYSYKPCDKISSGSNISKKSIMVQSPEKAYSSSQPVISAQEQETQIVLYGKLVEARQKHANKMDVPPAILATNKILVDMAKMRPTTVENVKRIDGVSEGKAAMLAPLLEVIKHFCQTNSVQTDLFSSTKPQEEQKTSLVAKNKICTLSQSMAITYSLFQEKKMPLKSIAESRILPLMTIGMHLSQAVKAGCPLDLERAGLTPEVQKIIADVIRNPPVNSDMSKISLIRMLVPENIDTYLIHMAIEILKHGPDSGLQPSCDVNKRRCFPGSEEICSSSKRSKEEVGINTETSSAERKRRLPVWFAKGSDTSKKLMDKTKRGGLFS
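Screening of the MLSMR collection measured strand separation of a quenched forked DNA duplex (100 nM) by 20 nM WRN with 2 mM ATP, all final. Compounds were preincubated with enzyme 15 min at room temperature.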
Numbers without * were called inactive; ? = inconclusive; / = no result given; [ ] = dose if it differs, or a comment. Unless noted, calls follow the shape of the dose curve; as a rule, active = well fitted curve in the direction sought with a large enough effect; inconclusive = small, poorly fitted or top-dose-only effect, or another doubt; inactive = no such curve, though single readings can be large; an effect the other way counts as inactive or inconclusive.

SMILES	EPAC1 ag	Abeta yeast res	IL-2 act	PLK1 PBD inh	EPAC1 antagonist	FUS yeast rescue	PI5P4Ka inh	WRN inhibitor
COc1ccc(C2=NOC(Cn3nc(-c4ccccc4)cc3C(=O)NCc3ccccc3OC)C2)cc1 (stereo unspecified)	4%	1%	-0.4	-4%	6%	?	8	-6%
CC(=O)c1ccc(S(=O)(=O)NCC2(N3CCOCC3)CCCCC2)cc1	-5%	-13%	-0.3	-1%	-12%	-11%	2	2%
OCCNc1nc(Nc2ccccc2)nc(Nc2ccccc2)n1	4%	3%	-0.2	0%	-9%	9%	8	-16%
COc1ccc(N2CC(C)Cn3c2nc2c3c(=O)n(Cc3ccccc3F)c(=O)n2C)c(OC)c1 (stereo unspecified)	3%	-13%	-1.1	-5%	-2%	46%	/	0%
COc1cc(C(=O)NCC(c2cccnc2)N2CCN(C)CC2)cc(OC)c1OC (stereo unspecified)	7%	3%	-1.6	-5%	0%	26%	/	2%
CNc1cc(Cl)nc(SC)n1	-5%	-10%	0.9	8%	10%	-6%	-5	-1%
CC(Oc1ccc(F)cc1)C(=O)Nc1cc(C(F)(F)F)ccc1-n1cncn1 (stereo unspecified)	8%	11%	-4.6	-5%	-4%	20%	9	-9%
O=C(/C=C/[C@H]1O[C@@H](n2cnc3c(NC(=O)c4ccccc4)ncnc32)[C@H](O)[C@@H]1O)N[C@@H](CO)Cc1c[nH]c2ccccc12	1%	-1%	-0.4	1%	4%	0%	0	2%
COc1ccc(N(C(=O)C(C)C)S(=O)(=O)c2cccs2)cc1	2%	-49%[inhibitor]	-4.0	0%	12%	13%	/	7%
C=CC[C@H](CC(=O)NCCO)C(=O)N[C@H](COC(=O)[C@H](CC=C)CC(=O)OC(C)(C)C)Cc1c[nH]c2ccccc12	-20%	-2%	0.1	-10%	-17%	?	13	-6%
O=C(Nc1ccc2c(c1)OCCO2)c1c(F)c(F)c(F)c(F)c1F	6%	-2%	1.1	-3%	-2%	14%	/	4%
N#Cc1ccc(C(C(=O)NCc2ccccc2)n2c(=O)c(-c3cc4ccccc4[nH]3)nc3ccccc32)cc1 (stereo unspecified)	4%	27%	-0.2	5%	6%	?	-3	-12%
CN(CCCC(=O)Nc1ccccc1)S(=O)(=O)c1ccc(Cl)cc1	-17%	-14%	-1.3	-18%	-10%	-1%	7	0%
COc1ccc(/C=C2\SC(=S)N(CCCC(=O)N3CCN(C)CC3)C2=O)cc1OC	1%	8%	0.2	3%	5%	-23%	-1	1%
NC(=O)[C@@H]1[C@@H]2C(=O)N(c3ccc(F)cc3)C(=O)[C@@H]2[C@H]2C=Cc3ccccc3N21	3%	2%	1.0	?	-1%	17%	-16	?
CCOC(=O)[C@]12CCCC=C1N(Cc1ccco1)C(=O)[C@H](CC(=O)N1CCOCC1)C2	10%	-15%	-0.3	-8%	-2%	-5%	1	-1%
CC(C)n1c(=O)c2ccccc2n1Cc1cn(Cc2ccccc2)nn1	9%	-16%	-0.6	-14%	-4%	-6%	-7	-3%
Cc1cn(C(=O)c2cccc(Br)c2)c(C)n1	-4%	5%	-0.4	-9%	-13%	52%	13	12%
CC(O)(c1cccc(F)c1)c1nc(-c2cc3ccccc3o2)cs1 (stereo unspecified)	-9%	-78%[inhibitor]	-0.9	1%	1%	?	5	0%
CCOc1ccc(NC(=S)NCc2ccc3[nH]c(C)cc3c2)cc1	1%	16%	0.3	-24%	-9%	25%	1	-4%
COc1ccc(/C=N/N=C2/NC(=O)C(CC(=O)O)S2)cc1OCc1ccc(Cl)cc1Cl (stereo unspecified)	2%	12%	-2.2	-18%	-7%	?	-56*	?
Cc1[nH]c2ccccc2c(=O)c1CNCc1ccccc1	12%	9%	-2.1	-7%	-4%	-5%	6	3%
NC(=O)C1CCN(c2ccc3c(c2)S(=O)(=O)c2ccccc2C3=O)CC1	2%	6%	0.7	-7%	9%	-21%	6	-10%
COC(=O)C1=C(O)C(C(=O)OC)C(c2ccc(C)cc2)C(C#N)(C#N)C1c1ccc(C)cc1 (stereo unspecified)	6%	11%	0.9	-5%	0%	-10%	/	-8%
CC(=O)c1ccc(NC(=O)c2ccccc2Sc2ncnc3sc(C)c(C)c23)cc1	7%	22%	0.2	-6%	-3%	?	-2	-1%
CC(=O)Oc1cccc(N2C(=O)c3ccc(C(=O)Nc4cccnc4)cc3C2=O)c1	10%	-2%	-0.6	3%	-10%	-38%	-3	-1%
O=C(NCc1ccc(F)cc1)c1cc(C2CCCCN2C(=O)c2cccs2)on1 (stereo unspecified)	8%	6%	-0.4	-1%	-3%	?	-3	-6%
CON/C=N/C(=S)Nc1ncc(C(F)(F)F)cc1Cl	-8%	4%	-4.1	-12%	1%	17%	-6	4%
CN(CC(=O)Nc1ccc(Cl)cc1)C1=NS(=O)(=O)c2ccccc21	0%	-4%	0.0	1%	11%	-1%	6	-1%
COCCN(C(=O)COC(=O)c1ccc(Br)o1)c1c(N)n(Cc2ccccc2)c(=O)[nH]c1=O	-6%	0%	-1.4	-1%	-7%	-4%	-9	5%

Structures listed so far containing a CF3 group, in the order listed:
SMILES	EPAC1 ag	Abeta yeast res	IL-2 act	PLK1 PBD inh	EPAC1 antagonist	FUS yeast rescue	PI5P4Ka inh	WRN inhibitor
CC(Oc1ccc(F)cc1)C(=O)Nc1cc(C(F)(F)F)ccc1-n1cncn1 (stereo unspecified)	8%	11%	-4.6	-5%	-4%	20%	9	-9%
CON/C=N/C(=S)Nc1ncc(C(F)(F)F)cc1Cl	-8%	4%	-4.1	-12%	1%	17%	-6	4%

More results
SMILES	EPAC1 ag	Abeta yeast res	IL-2 act	PLK1 PBD inh	EPAC1 antagonist	FUS yeast rescue	PI5P4Ka inh	WRN inhibitor
COc1ccc(/C=C/C(=O)NC(=S)NNC(=O)Cc2cccs2)cc1	-25%	32%	-0.6	-5%	3%	3%	-17	6%
C#CCN1c2ccccc2Sc2cccnc21	-4%	17%	5.1	-22%	-26%	19%	-1	17%
COc1ccc(CNCCS(=O)(=O)NN2CCOCC2)cc1	10%	-3%	-0.3	9.5µM*	-8%	-16%	-63*	8%
C=CCn1cn[nH]c1=S	3%	-16%	4.3	-27%	11%	-32%	-12	1%
Cc1ccc(CCN2CC(C(=O)NCCCN(C)Cc3ccccc3)CC2=O)cc1 (stereo unspecified)	-6%	10%	0.3	0%	-3%	-4%	-3	3%
Cc1cc(NNC(=O)c2ccccc2)nc(NNC(=O)c2ccccc2)n1	9%	2%	-0.2	-10%	5%	16%	3	4%
CC(C)(C)C(=O)c1cnc(Nc2ccccc2Cl)s1	20%	-7%	0.6	-4%	-8%	4%	-1	-1%
COc1ccc(NC(=S)Nc2ccc3nsnc3c2)cc1	12%	1%	-3.8	13µM*	?	/	-19	?
COc1ccc(N(CC(=O)NCc2ccccc2C)S(=O)(=O)c2ccccc2[N+](=O)[O-])c(OC)c1	-1%	1%	-2.3	-2%	-15%	24%	-4	-14%
CSc1nc2[nH]c3c(c2c2nncn12)CC(C)(C)OC3	-9%	6%	0.4	-9%	-10%	-1%	7	8%
O=S(=O)(NCCN1CCOCC1)c1ccc(-c2ccc(S(=O)(=O)NCCN3CCOCC3)cc2)cc1	0%	-14%	-3.0	4%	24%	-19%	-1	-2%
COCCSc1ccccc1C(=O)NCCc1ccccc1	-1%	-23%	-0.5	-11%	-12%	-7%	-1	3%
COc1ccc(CNC(=S)N2CCN(Cc3ccccc3)CC2)cc1	1%	-7%	-0.5	-20%	-26%	-13%	2	-4%
CCN1CCN(C(=O)CSc2cc(=O)n(C)c3ccccc23)CC1	11%	-7%	1.3	-13%	-6%	11%	-5	-33%[57.1 µM]
CCOC(=O)C1CCN(C(=O)C2CCN(S(=O)(=O)N3CCCC3)CC2)CC1	9%	7%	-3.2	-8%	1%	18%	/	-3%
CC(C)c1ccc(NC(=O)COC(=O)/C=C/c2cccc(Br)c2)cc1	-6%	0%	-0.7	-9%	5%	/	0	-22%
Cc1ncsc1CCC(=O)N1CCCC(Nc2ccc(C(C)C)cc2)C1 (stereo unspecified)	3%	-2%	-4.1	4%	13%	/	-3	5%
O=C(COc1ccccc1)Nc1nc2c(s1)CCCC2	3%	?	-0.1	-5%	9%	17%	1	6%
O=C(Nc1ccccc1)c1ccc(-c2ccccc2Cl)o1	4%	2%	-0.1	-15%	-6%	-8%	-1	1%
Cc1cccc(-n2c(CNC(=O)c3ccc(S(=O)(=O)N(C)C)cc3)nnc2SCC(=O)Nc2ccc(F)cc2)c1	-11%	3%	1.6	5%	10%	41%	-7	-14%[57.1 µM]
Cc1csc(=O)n1CCC(=O)OCC(=O)c1c(N)n(CC(C)C)c(=O)n(C)c1=O	1%	-4%	-2.9	-7%	-14%	14%	3	-2%
COc1cc(NC(=O)C2CC(c3c(F)cccc3Cl)=NO2)cc(OC)c1OC (stereo unspecified)	11%	-12%	-0.5	-26%	4%	7%	3	8%
Cc1ccccc1CN(C)C(C)C(=O)NCc1ccccc1 (stereo unspecified)	2%	-9%	-2.3	-5%	-25%	0%	3	-12%
CCN1C(=O)[C@H]2[C@@H](c3ccc(-c4ccc(F)cc4)c(OC)c3)N[C@@](C)(C(=O)OC)[C@H]2C1=O	-22%	-22%	0.2	-7%	-4%	12%	-4	-2%
COc1ccc(S(=O)(=O)N2CCCC2)cc1Br	4%	6%	-0.5	-8%	-2%	0%	1	-28%
CC(/C=N/NC(=O)c1cccs1)=C\c1ccccc1	6%	-2%	-0.3	-3%	-8%	-4%	0	-9%
Cc1ccc(-c2cc(C(=O)N3CCOCC3)c3ccccc3n2)cc1	0%	-12%	-1.2	?	-18%	19%	?	-9%
Cc1cc(N/N=C/c2ccco2)c2ccccc2n1	0%	16%	-2.6	24µM*	5%	9%	-27	1%
Cc1nnc(SCC(=O)Nc2c(Cl)cccc2Cl)[nH]c1=O	10%	7%	0.2	-18%	-3%	-25%	-6	-1%
O=C(Nc1ccc([N+](=O)[O-])cc1)Nc1ccc(N2CCOCC2)c2nonc12	11%	-1%	-3.0	-16%	-8%	-22%	0	6%
CC(=O)NC(CC(=O)Nc1cccc(S(=O)(=O)N2CCCCC2)c1)c1ccccc1 (stereo unspecified)	-7%	16%	1.3	-3%	-4%	24%	-3	0%

Screens: PubChem, National Center for Advancing Translational Sciences (NCATS)

Random draw from the library (roughly 4.1% active in at least one column).
